All columns: NCI-60 one-dose screen, growth in % after 48 h at 10 µM unless noted; 100 = growth as untreated, 0 = no growth, -100 = all killed.
IGROV1 = IGROV1 ovarian cancer; 79,000 tested, 4.7% active
ACHN = ACHN renal cancer; 81,000 tested, 4.9% active
SN12C = SN12C renal cancer cells. 81,000 tested, 3.8% active. AID 1794767
UO-31 = UO-31 renal cancer; 81,000 tested, 5.2% active
CAKI-1 = CAKI-1 renal cancer | 75,000 tested, 4.7% active
NCI/ADR-RES = NCI/ADR-RES ovarian cells | AID 1794790 | 81,000 tested, 4.4% active
786-0 = 786-0 renal cancer cells | 81,000 tested, 5.1% active | AID 1794775
TK-10 = TK-10 renal cancer cells; 81,000 tested, 3.9% active; AID 1794769
The depositor's hits bear a star; x = no result given; & = joins results of further samples; ! = repeats disagree. Rule for the calls: active = growth percent below 10; inactive = the rest.

Under each structure – NCI/ADR-RES	TK-10	786-0	UO-31	SN12C	CAKI-1	IGROV1	ACHN
- COc1cc(/C=C/C(=O)c2ccc(Nc3nc(Nc4ccccc4)nc(Nc4ccc(Cl)cc4)n3)cc2)cc(OC)c1OC
  22	75	-25*	51	69	66	55	66
- O=C(OC(CC(F)F)c1ccc2ccccc2c1)c1ccccn1 (configuration not stated)
  104	101	103	92	101	89	107	101
- CCOC(=O)c1c(C)nc(Nc2nc3ccccc3o2)nc1-c1ccc(Cl)cc1Cl
  105	100	104	74	97	106	108	97
- CC[C@]1(C#N)C(=O)[C@@](CO[Si](C)(C)C)(O[Si](C)(C)C)[C@H]2[C@H]1N(C(c1ccccc1)c1ccccc1)C(=O)C(=O)N2c1cccc(C2(C)OCC(C)(C)CO2)c1
  101	90	95	76	101	94	101	95
- N#Cc1c(-c2ccco2)nc2c(c(-c3ccccc3)nn2-c2ccccc2)c1-c1ccc2c(c1)OCO2
  101	104	103	107	88	96	98	101
- NC(N)=NCCCC(N)C(=O)NC(CCC(=O)O)C(=O)O (configuration not stated)
  106	106	97	71	101	95	91	98
- Cc1ccc(NC(=O)COC(=O)c2ccc(S(=O)(=O)N3CCCCCC3)cc2)cc1
  105	178	103	86	99	108	101	107
- CCC(=O)Oc1ccc(OCc2ccccc2)cc1
  65&67	92	80&81	30&46	82&110	3.2*!	82&93	13&18
- O=C(NNc1nc2cc(F)ccc2n2cncc12)c1cnccn1
  12	44	10	12	34	7.9*	28	9.1*
- CN1CCN(C(=O)C23CCC(C)(C)C[C@H]2C2=CC[C@@H]4[C@@]5(C)C/C(=C/c6ccco6)C(=O)C(C)(C)[C@@H]5CC[C@@]4(C)[C@]2(C)CC3)CC1 (some centres not stated)
  82	91	63	55	81	57	79	81
- CCOC(=O)n1cc(-c2nonc2-c2cn(C)c3ncccc23)c2cc(F)ccc21
  74	81	81	57	80	55	56	75
- Nc1ccc2c(Cl)cc(Cl)cc2c1
  x	122	113	63	97	87	105	85
- O=S1(=O)CC(Cl)C1
  109	110	103	89	97	95	111	101
- Cc1cccc(C)c1[C@H]1C[C@](C)(O)[C@@H]2CC[C@@H](C)C[C@H]2O1
  102	94	98	94	95	92	103	96
- O=c1cn[nH]c2ccc(Br)cc12
  105	95	100	79	105	113	102	103
- Clc1ccc2c(N3CCN(c4ccnc(Cl)n4)CC3)ccnc2c1
  82	93	91	51	89	87	93	87
- COC(OC)c1ccccc1
  99	117	95	85	102	95	101	102
- CCC(CC)COC(=O)c1ccc(O)c(O)c1
  58	83	78	26	46	41	37	72
- COc1ccc2c(C3(c4cn(C)c5cc(OC)ccc45)C(=O)Nc4ccccc43)cn(C)c2c1
  106	145	97	61	100	77	78	93
- [2H]c1nc(=Nc2cc(NC(=O)C=C)c(N(C)CCN(C)C)cc2OC)[nH]c(-c2cn(C([2H])([2H])[2H])c3ccccc23)c1[2H]
  39	27	49	24	35	x	19	23

Under each structure – NCI/ADR-RES	TK-10	786-0	UO-31	SN12C	CAKI-1	IGROV1	ACHN
- O=C(Cn1nncc1CN1C(=O)CSC1=O)Nc1ccc([N+](=O)[O-])cc1
  101	99	102	97	100	99	107	105
- O=C1c2ccccc2C(=O)c2c1ccc1c(=O)[nH]nnc21
  90	115	103	48	93	79	85	80
- CCN(CC)Cc1cc(C(C)(C)c2ccccc2)cc(C2CCCCC2)c1O
  102	97	96	90	101	98	133	104
- COc1ccc2cc(Br)ccc2c1
  109	105	111	90	106	98	112	122
- COc1ccc(/C=c2\sc3n(c2=O)C(c2cc(OC)c(OC)c(OC)c2)C=C(c2ccc(OC)c(OC)c2)N=3)cc1 (configuration not stated)
  100	104	79	x	95	87	x	x
- Cc1onc(-c2c(F)cccc2Cl)c1-c1ncc(-c2ccc(Br)cc2)o1
  31	47	11	-0.7*	34	33	37	33
- Cc1cccc(N=C(N)N)c1
  89	x	95	61	85	98	93	93
- O=C(O)CONC(=O)c1ccccc1
  101	101	103	92	97	96	110	107
- COc1cc2c(c(OC)c1OC)-c1ccc(NN(C(=O)c3ccccc3)C(=O)c3ccccc3)c(=O)cc1[C@@H](NC(C)=O)CC2 (tested in a mixture with another compound)
  74	41	31	62	65	-2.2*	12	63
- CC/C(=C(/c1ccc(O)cc1)c1ccc(OCCN(C)C(=O)CCOCCNC(=O)c2cccc3c2CN([C@@H]2CCC(=O)NC2=O)C3=O)cc1)c1ccccc1
  108	109	100	89	110	101	109	100
- CCCCCCCCN1COCC(COc2ccccc2C)OC1 (configuration not stated)
  103	103	102	x	95	89	103	105
- O=C1c2cccc3cccc(c23)C(=O)N1N1C(=O)c2cccc3c(N4CCN(c5ccccc5)CC4)ccc(c23)C1=O
  92	138	102	69	96	81	76	93
- C[C@@]1(CCC#N)[C@H]2CC[C@@H]3[C@H]4[C@H](C(=O)/C=C/c5cccnc5)CC[C@]4(C(=O)NC4CCCCC4)CC[C@@]3(C)[C@]2(C)CC[C@H]1C(=O)/C=C/c1cccnc1
  78	121	86	51	70	40	73	75
- CNC(=O)c1cc(-c2ccc(NC(=S)Nc3cccc(C(F)(F)F)c3)cc2)nc2cccnc12
  95	102	97	82	97	91	103	95
- CC1CCN(CC(=O)Nn2c(COc3ccccc3)nc3ccccc3c2=O)CC1
  72	125	99	71	96	71	73	102
- CCOC(=O)n1ncc2c(Nc3ccc(NS(=O)(=O)c4ccccc4)cc3)ncnc21
  99	x	107	92	99	x	98	93
- O=S(=O)(Nc1ccccc1)N1CCCCC1
  114	104	105	88	93	118	112	99
- Cn1cnc2c(SCCO)ncnc21
  103	90	97	98	98	x	109	x
- COC(=O)CSC1=C(C)C(=O)C(OC)=C(OC)C1=O
  97	106	100	81	96	77	106	96
- O=C(Cc1c[nH]c2ccccc12)NC1=Nc2ccccc2C(=O)NN1
  104	x	102	66	99	90	87	95

Under each structure – NCI/ADR-RES	TK-10	786-0	UO-31	SN12C	CAKI-1	IGROV1	ACHN
- CCCCOc1ccc(C(C)(C)c2ccc(OCCCC)cc2)cc1
  101	107	91	80	100	x	103	109
- CCOC(=O)c1ccc(NC(=O)Nc2nncs2)cc1
  x	45	35	34	31	25	17	36
- O=C1Cc2cc(CCn3cncn3)c(Cl)cc2N1
  53	122	95	66	56	60	85	75
- CCc1nn2c(-c3ccc(F)cc3)c(-c3cc(OC)c(OC)c(OC)c3)nc2s1
  87	79	79	62	92	72	89	93
- Cc1cc(-c2nnc(/C=C/c3ccc4c(c3)OCO4)o2)n[nH]1
  31	82	97	70	85	60	41	96
- S=c1ccc2ccccc2[nH]1
  110&107	108&105	106&107	81&88	101&101	97	106&104	109&101
- CCOC(=O)CCCCC1C(CCCC(=O)OCC)C=NN1C (configuration not stated)
  106	113	101	85	103	111	116	122
- CSc1nc(Nc2ccc(C(C)=O)cc2)c(C#N)c(-c2cccc([N+](=O)[O-])c2)n1
  98	139	101	89	97	89	97	101
- O=C(/C=C/c1cn(-c2ccccc2)nc1-c1ccc(F)cc1)OCc1cn(-c2cccc([N+](=O)[O-])c2)nn1
  95	104	106	67	95	94	106	103
- O=C(CC1Sc2ccccc2NC1=O)NNc1cccc(Cl)c1Cl (configuration not stated)
  97	90	95	62	87	90	82	91
- O=S(=O)(Nc1ccc(-n2cnc3cc(-c4ccc(O)cc4)ccc32)cc1)c1ccccc1
  92	113	101	51	73	69	91	81
- COc1ccc(/C=C/C(=O)c2ccc(-n3cc(CN4CCN(c5cc6c(cc5F)c(=O)c(C(=O)O)cn6C5CC5)CC4)nn3)cc2)cc1
  91	104	72	55	33	68	27	85
- CNc1ncnc(NC)c1[N+](=O)[O-]
  102	115	112	110	112	119	x	120
- COc1ccc(-n2cc(-c3ccc(Cl)c(Cl)c3)[nH]c2=O)cc1OC
  105	97	59	95	102	x	102	105
- Fc1ccc(-c2nnc(-c3ccc4ccccc4c3)o2)cc1
  99	104	98	59	93	76	72	86
- CCOC(=O)CCC(=O)c1ccc2cc(OC)ccc2c1
  102	85	96	89	96	96	98	89
- COc1cc(/C=C/C(=O)c2ccc(C)cc2)ccc1Oc1nc(NCCO)nc(N2CCOCC2)n1
  54	125	-51*	51	74	50	54	56
- COc1ccc2oc3c(ccc[n+]3C)c(=O)c2c1
  108	98	105	92	110	98	108	99
- COc1ccc(CCC(N)c2ccccc2)cc1OC (configuration not stated)
  96	100	102	85	99	x	107	107
- CCOC(=O)C(CC(=O)c1ccc2c(c1)OCO2)Cc1cc(OC)c(OC)c(OC)c1 (configuration not stated)
  91	95	102	93	105	x	95	106

Reprinted from the part before: 6 compounds, followed by the next part.
Under each structure – NCI/ADR-RES	TK-10	786-0	UO-31	SN12C	CAKI-1	IGROV1	ACHN
- Fc1ccc(-c2nnc(-c3ccc4ccccc4c3)o2)cc1
  99	104	98	59	93	76	72	86
- CCOC(=O)CCC(=O)c1ccc2cc(OC)ccc2c1
  102	85	96	89	96	96	98	89
- COc1cc(/C=C/C(=O)c2ccc(C)cc2)ccc1Oc1nc(NCCO)nc(N2CCOCC2)n1
  54	125	-51*	51	74	50	54	56
- COc1ccc2oc3c(ccc[n+]3C)c(=O)c2c1
  108	98	105	92	110	98	108	99
- COc1ccc(CCC(N)c2ccccc2)cc1OC (configuration not stated)
  96	100	102	85	99	x	107	107
- CCOC(=O)C(CC(=O)c1ccc2c(c1)OCO2)Cc1cc(OC)c(OC)c(OC)c1 (configuration not stated)
  91	95	102	93	105	x	95	106
- Cl[Si](Cc1ccccc1)(Cc1ccccc1)Cc1ccccc1
  x	94	85	80	98	92	94	94
- Cc1cc(C)n(CC(=O)Nc2ccc(-c3nc4ccccc4s3)cc2)n1
  103	106	106	84	102	102	97	114
- COc1ccc(C(=O)c2nccc3cc(OC)c(OC)cc23)cc1OC
  84	132	109	83	72	76	x	92
- Nc1nc(SCC#CCCl)c2[nH]cnc2n1
  67	37	42	-6.6*	45	9.6*	25	44
- O=C(O)c1ccc(I)cc1
  106	83	96	87	106	103	104	119
- CCCn1c(NC(=O)c2cccc([N+](=O)[O-])c2)nc2ccccc21
  53	75	79	63	50	62	47	45
- CNC(=O)c1cc(-c2ccc(NC(=S)Nc3cc(C(F)(F)F)cc(C(F)(F)F)c3)cc2)nc2cccnc12
  105	69	89	60	87	71	76	101
- Cc1nn(-c2ccccc2Br)c(C)c1C(=O)Nc1ccc2ccccc2n1
  62	79	58	71	63	69	53	52
- Nc1nc(-c2ccccc2Cl)cc(-c2cc3ccccc3oc2=O)n1
  105	93	95	57	86	92	61	97
- CC(C)CC(=O)c1ccccc1O
  110	111	100	87	97	94	98	97
- COc1cc(-c2ccc[nH]2)[nH]c1/C=C1\N=C(C)C(C(=O)CCC(=O)Nc2ccc(-c3c4nc(c(-c5ccccc5)c5ccc([nH]5)c(-c5ccccc5)c5nc(c(-c6ccccc6)c6ccc3[nH]6)C=C5)C=C4)cc2)=C1C
  98	120	103	92	97	101	111	103
- CCOC(=O)C1CC(C(=O)OCC)C(=O)C1=O (configuration not stated)
  101	99	96	90	101	97	101	100
- COC(=O)c1nc(=S)[nH]c(C(=O)OC)c1C(=O)c1ccc([N+](=O)[O-])cc1
  105	104	121	89	103	96	110	106
- Nc1cccc(-c2nc3sccn3c2-c2ccnc(NCCNS(=O)(=O)c3cccc(F)c3)n2)c1
  101	128	94	66	80	86	74	85
- Cn1c(=O)c2[nH]c(C3CCCCC3)nc2n(C)c1=O
  102	111	100	92	95	100	105	104
- COc1ccc(C(=O)c2ccc(OC)c(OC)c2OC)cc1
  -14*!	54&34	46&74	24&42	43&56	21&14	12&26	54&42
- COc1cc(-c2csc(NC(=O)Nc3ccc(F)cc3F)n2)cc(OC)c1OC
  55	98	84	54	81	57	81	75
- CCOC(=O)c1nn(-c2ccccc2)c(=O)c2c(N)c(C#N)c(-c3cccs3)cc12
  60	115	41	51	75	63	64	54
- COc1ccc(-c2cc(C(=O)OCc3ccc(Br)cc3)nn2-c2ccc(S(C)(=O)=O)cc2)cc1OC
  78	75	75	42	78	84	96	85
- NC(=S)C(=S)N=Cc1c(N)[nH]n(-c2ccccc2)c1=O
  100	127	101	83	97	97	107	89

Under each structure – NCI/ADR-RES	TK-10	786-0	UO-31	SN12C	CAKI-1	IGROV1	ACHN
- Cc1nc(Nc2nc(C)c3ccc(OCCN4CCOCC4)cc3n2)[nH]c(=O)c1C
  -19*	18	-25*	-64*	-10*	-38*	-14*	-50*
- CC(O)c1ccc(NC(=O)C2CCN(c3nc(C(F)(F)F)ccc3C#N)CC2)cc1 (configuration not stated)
  93	x	92	72	86	82	86	97
- Cc1nn(-c2ccc(F)cc2)c2nc(-c3ccc([N+](=O)[O-])cc3)[nH]c(=O)c12
  103	147	101	86	97	100	87	94
- O=C(Nc1cc(Cl)cc(Cl)c1)C(Cc1cccc[n+]1[O-])c1ccccc1 (configuration not stated)
  97	91	89	82	96	80	86	95
- CCCCCCCNc1nc(C#N)ncc1-c1ccc(C(F)(F)F)cc1
  102	97	100	88	104	99	95	101
- NS(=O)(=O)c1cccc(Nc2nc(SCC(=O)c3ccc(F)cc3)nc3ccccc23)c1
  27	45	26	18	16	22	14	26
- COc1cc(NCc2ccccc2O)c2ncccc2c1
  72	150	69	76	106	8.8*	90	97
- c1ccc2sc(SCc3nc(-c4ccc5c(c4)OCO5)no3)nc2c1
  103	113	101	77	96	86	95	88
- Cc1nc(-c2ccc(Cl)cc2)ccc1NC(=O)Nc1ccc2c(c1)OCO2
  102	102	92	98	102	x	111	x
- Cc1cc(=O)oc2cc(OCCOc3ccc(/C=C/C(=O)NO)cc3)ccc12
  80	100	91	75	89	77	87	91
- CCCCCCCC(=O)Oc1ccc2c(c1)OCO2
  99	88	91	92	x	104	101	101

From PubChem BioAssay
